Screening data (PubChem)
BoNT A protease: BoNT A light chain protease inhibition; multiplex microsphere protease substrate cleavage, flow cytometry; inhibition, % at 10 µM; hit rate 0.17% among 360,000; also: plate controls were buffer without enzyme for full effect and enzyme alone for no effect
Anthrax LF prot: anthrax lethal factor protease inhibition; hit rate 0.12% among 360,000; multiplex microsphere protease cleavage assay, LF; P15917; inhibition, % at 10 µM; AID 588501; also: plate controls were buffer without enzyme for full effect and enzyme alone for no effect
Target sequence (P15917 whole entry, looked up): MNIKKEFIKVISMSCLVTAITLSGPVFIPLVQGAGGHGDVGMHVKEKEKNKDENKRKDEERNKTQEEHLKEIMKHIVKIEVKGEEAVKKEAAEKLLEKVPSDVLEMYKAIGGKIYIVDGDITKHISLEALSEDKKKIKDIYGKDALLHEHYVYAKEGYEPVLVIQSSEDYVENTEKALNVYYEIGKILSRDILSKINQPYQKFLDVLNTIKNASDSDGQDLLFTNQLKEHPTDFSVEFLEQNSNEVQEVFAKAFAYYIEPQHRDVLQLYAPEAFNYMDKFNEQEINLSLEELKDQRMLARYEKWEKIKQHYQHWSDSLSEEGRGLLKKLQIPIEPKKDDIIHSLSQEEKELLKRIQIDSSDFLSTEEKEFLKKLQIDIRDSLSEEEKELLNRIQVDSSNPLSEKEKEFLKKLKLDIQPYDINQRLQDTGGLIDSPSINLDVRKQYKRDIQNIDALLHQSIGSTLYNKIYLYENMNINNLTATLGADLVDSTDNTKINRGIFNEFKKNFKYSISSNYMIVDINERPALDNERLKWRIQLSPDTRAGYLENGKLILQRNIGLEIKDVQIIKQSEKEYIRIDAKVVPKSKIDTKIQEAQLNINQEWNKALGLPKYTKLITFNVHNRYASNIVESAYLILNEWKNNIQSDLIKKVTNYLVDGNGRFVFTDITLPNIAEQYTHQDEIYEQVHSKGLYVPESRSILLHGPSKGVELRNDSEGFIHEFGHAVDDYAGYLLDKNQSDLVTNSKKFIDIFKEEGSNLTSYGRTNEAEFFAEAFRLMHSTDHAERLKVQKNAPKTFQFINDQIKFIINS
PrPC surface inh: reduces human prion protein on the cell surface; cell surface PrPC, TR-FRET read-out; inhibition, % at 13.8 µM; AID 720596; hit rate 0.43% among 370,000; P04156; in the data active = inhibition above about 24%; also: 0% = median of the test wells and 100% = reference compound wells
VHR inh abs: inhibitors of human VHR1 phosphatase (DUSP3); recombinant VHR phosphatase, pNPP absorbance; inhibition, % at 13.3 µM; hit rate 0.52% among 290,000; in the data active = inhibition above about 50%; also: some compounds called inactive have numbers as strong as hits
Target sequence (P51452 whole entry, looked up): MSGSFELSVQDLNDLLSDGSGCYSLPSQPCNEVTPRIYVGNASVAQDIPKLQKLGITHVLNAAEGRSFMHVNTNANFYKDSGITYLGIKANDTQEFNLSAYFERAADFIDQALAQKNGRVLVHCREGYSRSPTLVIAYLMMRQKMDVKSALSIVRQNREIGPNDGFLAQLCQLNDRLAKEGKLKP
CCHF vOTU inh: blocks the CCHF virus ovarian tumor domain protease | CCHFV vOTU protease, Pep-AMC fluorescence | inhibition, % at 11.5 µM | hit rate 0.55% among 370,000 | AID 651958; in the data active = inhibition above about 30%; also: 0% = vehicle wells with enzyme and 100% = no enzyme wells
3CLpro inhibitor: SARS-CoV 3CLpro protease inhibition. recombinant SARS-CoV 3CLpro, quenched FRET peptide cleavage. P0C6X7. inhibition, % at 6 µM. hit rate 0.14% among 290,000; in the data active = inhibition above about 12%
Rv3671c protease: Rv3671c (M. tuberculosis) protease inhibition. hit rate 0.048% among 320,000. AID 2606. P9WHR9. inhibition, % at 5.96 µM; in the data active = inhibition above about 38%;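 also: extracellular domain of Rv3671c used as enzyme; 0% = enzyme with DMSO and 100% = no enzyme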
BoNT-F LC inh: BoNT F light chain protease inhibition; Multiplex microsphere protease cleavage assay, flow cytometry; inhibition, % at 10 µM; hit rate 0.22% among 360,000; AID 588497; in the data active = inhibition above about 35%, passing the limit was not always enough; inconclusive = no clear call, values can overlap the other calls; also: plate controls were buffer without enzyme for full effect and enzyme alone for no effect
PriA SSB inh: K. pneumoniae PriA-SSBct interaction inhibition. AlphaScreen SSBct-PriA binding, biotinylated peptide. inhibition, % at 33 µM. hit rate 0.6% among 430,000. AID 1272365; in the data active = inhibition mostly above about 37%, no sharp cut-off; inactive = mostly below about 20%;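 also: plate controls were negative control peptide for no effect and reference peptide for full effect; strong numbers were not always called active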
MazEF act: activators of E. coli MazEF toxin-antitoxin RNase | FAM/BHQ RNA-DNA oligo cleavage fluorescence, 5 h | P0AE70 | activation, % at 20 µM | AID 504720 | hit rate 0.32% among 350,000; in the data active = activation above about 50%
Target sequence (P0AE70 whole entry, looked up): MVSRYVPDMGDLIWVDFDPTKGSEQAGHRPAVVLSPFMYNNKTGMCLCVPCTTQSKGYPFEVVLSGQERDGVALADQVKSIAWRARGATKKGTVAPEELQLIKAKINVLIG
An asterisk follows results filed as active; ? = inconclusive; . = no result given; & = joins results of further samples. Rule as the data show it, unless noted: active = inhibition above about 30%; inconclusive = no clear call, values can overlap the other calls; inactive = below that.

SMILES	BoNT A protease	Anthrax LF prot	PrPC surface inh	VHR inh abs	CCHF vOTU inh	3CLpro inhibitor	Rv3671c protease	BoNT-F LC inh	PriA SSB inh	MazEF act
O=C(Nc1ccc(Cl)cc1)N1CCN(c2ccc3nnc(-c4ccc(F)cc4)n3n2)CC1	-2.9	-4.7	-5.2	-7.9	-0.6	-1.8	-114.8	-8.0	0.4	-13.1
COc1ccc(NC(=O)c2sc(N)nc2-c2ccccc2)cc1	0.5	1.4	8.3	25.6	-11.9	-1.9	8.4	-0.5	-0.8	-21.4
NCCCCCc1nnc(SC/C=C/c2ccccc2)o1	-0.2	-14.6	4.7	-5.1	-6.7	-0.3	1.4	1.3	-13.3	12.3
O=[N+]([O-])c1ccc(SCc2c(F)cccc2Cl)nc1	-0.7	-8.9	-10.2	8.8	9.0	3.4	8.0	-8.6	26.3	-0.1
O=C(COc1cccc(F)c1)Oc1ccc(C(=O)c2ccccc2)cc1	0.3	0.8	3.6	8.1	10.8	2.4	-0.5	-0.7	-0.9	-17.7
COc1cc(C2c3c(-c4cc(C)cc(C)c4O)n[nH]c3C(=O)N2CCCO)cc(OC)c1OC (centres undefined)	-1.4	-24.6	-1.4	8.1	-9.5	0.9	-2.1	-2.7	-0.6	-3.6
CCOc1ccc(C2C(C#N)=C(N)Oc3cc(O)ccc32)cc1OCC (centres undefined)	0.4	-15.6	-6.0	4.1	-9.1	-1.8	1.0	6.3	-9.2	-1.5
CC(=O)Nc1cccc(NC(=O)CSc2nccn2Cc2ccco2)c1	-1.8	-0.7	12.8	15.0	0.6	-2.8	-3.4	1.5	-12.0&8.1	3.9
Cc1ccc(Cn2ncc(Cl)c(Cl)c2=O)cc1	-0.8	-0.2	1.2	-4.5	-1.2	2.1	4.4	-1.9	-2.4	-0.7
Cc1ccc(C(=O)NCC(=O)NCc2cc(=O)n(C)c(=O)n2C)cc1	-1.1	-4.7	-0.9	1.1	-3.9	-7.7	0.0	6.0	3.0	4.0
COC(=O)c1cccc(Nc2nc(-c3ccncc3)nc3ccccc23)c1	0.9	6.9	-9.1	17.0	-2.6	0.2	-22.2	10.7	6.0	-44.1
COc1ccc(NC(=O)COC(=O)Cc2c(F)cccc2Cl)cc1OC	0.3	7.2	8.1	9.4	2.5	0.9	-10.6	-11.3	-12.4	-1.1
COc1cc(OC)cc(C(=O)N[C@H](C(=O)NC2=NCCS2)C(C)C)c1	3.3	-4.4	-5.7	.	15.1	.	9.1	-7.5	0.0	12.6
CC(=O)Nc1ccc(S(=O)(=O)Nc2ccc(S(=O)(=O)N3CCCC3)cc2)cc1	-1.7	-5.9	-1.1	-9.4	-12.6	5.6	1.6	-3.0	-4.2	4.3
CN(C)c1cccc(C(=O)NNC(=O)/C=C/c2cccs2)c1	-1.6	-4.4	-0.2	.	18.9	.	6.1	-4.8	2.8	-3.7
COc1ccc(NC(=O)N(Cc2cc3cc(OC)ccc3[nH]c2=O)CC2CCCO2)cc1 (centres undefined)	0.5	2.6	5.8	13.9	-8.2	2.2	9.6	-1.7	2.3	-0.2
COc1ccc2occ(C(=O)c3ccc(N)cc3)c2c1	-1.6	-1.6	3.9	8.6	9.4	-4.3	.	?	11.1	2.5
Clc1ccc2oc(-c3cccnc3)nc2c1	-0.7	4.1	2.1	27.6	-6.4	3.5	0.8	-7.2	-8.9	-20.4
O=C(CN1CCN(C(=O)c2ccco2)CC1)Nc1ccc(Cl)c(C(F)(F)F)c1	0.5	-0.2	0.0	33.0	14.3	0.4	-5.4	7.5	-5.3	-0.5
CCOP(=O)(c1ccc(N(C)C)cc1)C(O)c1ccc(Cl)cc1 (centres undefined)	0.5	-5.5	-4.9	20.9	4.2	-3.0	-2.9	1.0	-2.8	-2.6
CCCc1cc(=O)[nH]c(SCC(=O)NN(c2ccccc2)c2ccccc2)n1	-0.6	-9.1	10.5	7.2	6.3	4.1	-0.1	-4.9	-8.4	-13.3
CC(C)C1C(=O)N(Cc2cn(CC3CCCCC3)nn2)CCS(=O)(=O)N1Cc1ccc(-c2ccc(Cl)nc2)cc1 (centres undefined)	0.0	-0.8	-2.0	.	7.1	.	.	-3.8	.	-0.1
COC(=O)c1ccc(C(=O)OC)c(NC(=O)COC(=O)C2CCCCC2)c1	-1.2	-2.8	1.6	-1.7	0.1	-7.3	-0.7	-4.9	-20.6	-3.6
COc1ccc(OC)c(C(=O)N2CCCC(Nc3ccc(F)cc3)C2)c1 (centres undefined)	0.3	5.8	0.8	14.4	-9.5	4.3	-4.0	4.6	-2.8	4.3
O=C(O)c1ccc(-c2nc(-c3cccc(C(F)(F)F)c3)cs2)cc1	0.3	-1.5	6.1	11.5	6.3	3.9	.	1.8	0.4	-24.6
O=C1N=C(N2CCOCC2)S/C1=C/c1cc2c(cc1[N+](=O)[O-])OCO2	-6.2	-10.3	-11.1	-10.7	21.1	-0.2	-7.1	?	-3.3	2.1
O=C(CN1CCOCC1)NCc1ccccc1Cl	1.0	-0.6	-1.1	-40.5	2.7	-1.1	-2.2	2.1	-12.1	-4.3
O=C(C1CC1)N1N=C(c2ccc(F)cc2)CC1(O)C(F)(F)F (centres undefined)	-3.4	4.1	7.7	-2.3	-11.1	-3.7	-0.1	?	1.0	-1.2
Cn1c(Cn2c(=O)sc3ccccc32)nnc1SCC(=O)NCC1CCCO1 (centres undefined)	-0.6	-0.4	-3.3	13.6	-3.9	1.8	3.1	2.6	-16.4	5.7
CCCCNC(=O)Nc1ccccc1C(=O)Nc1ccc(OC)cc1	0.2	-0.7	1.8	26.4	4.0	-1.4	8.6	4.7	-20.5	-4.9

Record cards (already shown).
Results for `COc1ccc(NC(=O)N(Cc2cc3cc(OC)ccc3[nH]c2=O)CC2CCCO2)cc1` (centres undefined) : BoNT A protease: 0.5; Anthrax LF prot: 2.6; PrPC surface inh: 5.8; VHR inh abs: 13.9; CCHF vOTU inh: -8.2; 3CLpro inhibitor: 2.2; Rv3671c protease: 9.6; BoNT-F LC inh: -1.7; PriA SSB inh: 2.3; MazEF act: -0.2
Results for `O=C(O)c1ccc(-c2nc(-c3cccc(C(F)(F)F)c3)cs2)cc1` : BoNT A protease: 0.3; Anthrax LF prot: -1.5; PrPC surface inh: 6.1; VHR inh abs: 11.5; CCHF vOTU inh: 6.3; 3CLpro inhibitor: 3.9; Rv3671c protease: .; BoNT-F LC inh: 1.8; PriA SSB inh: 0.4; MazEF act: -24.6

Remaining list, next part.
SMILES	BoNT A protease	Anthrax LF prot	PrPC surface inh	VHR inh abs	CCHF vOTU inh	3CLpro inhibitor	Rv3671c protease	BoNT-F LC inh	PriA SSB inh	MazEF act
CCCc1nnc(NC(=O)CCC(=O)N2CCN(CCOC(c3ccccc3)c3ccccc3)CC2)s1	-1.0	-1.2	3.6	11.9	-2.8	-0.6	-9.9	-5.8	-6.2	-11.4
O=C(CN1C(=O)c2cccc3cccc1c23)N1CCN(c2cccc(Cl)c2)CC1	-0.1	-1.3	-8.7	-14.9	8.6	-2.4	5.2	-1.0	-2.6	17.8
C=CCN(CC=C)Cc1cc(=O)oc2cc(C)c(C)cc12	0.3	3.4	-1.7	.	5.8	.	.	0.4	.	.
CCOc1ccccc1NC(=O)c1ccc2ccccc2c1	?	-13.5	10.2	1.7	21.6	4.0	-8.0	?	-74.5	3.7
CN(CCc1ccccn1)S(=O)(=O)c1ccccc1F	.	.	-1.4	20.0	1.1	-3.7	2.9	.	-5.4	-0.2
C=CCOc1c(Br)cc(/C=N/O)cc1OCC	-0.7	-0.1	-6.4	-9.9	8.2	3.0	-3.8	-5.0	.	1.8
CCc1nnc(NC(=O)c2cc(-c3cccnc3)nc3ccccc23)s1	0.2	0.2	-4.9	1.2	8.1	3.0	3.2	0.0	3.6	-63.4
COC(=O)c1nc2n(n1)C(c1cccc(Cl)c1)C1=C(CC(C)(C)CC1=O)N2 (centres undefined)	-0.3	-13.6	15.4	-0.2	-1.2	-2.5	0.2	-7.2	-3.1	1.2
Cc1c(OCC(=O)NC2CCN(Cc3ccccc3)CC2)ccc2c3c(c(=O)oc12)CCC3	-0.3	-0.5	-9.7	2.3	6.4	-4.0	0.4	-5.2	-7.8	-1.6
COc1ccc2cc(C3CC(c4cccs4)=NN3S(C)(=O)=O)c(Cl)nc2c1 (centres undefined)	4.0	1.4	6.1	8.5	8.1	3.8	-12.7	-8.9	2.4&-12.0	9.5
COc1ccccc1-c1cc(C2CC2)nc(N)c1C#N	-0.4	-0.3	-0.7	8.4	-7.3	0.3	2.0	2.9	-8.0	-4.5
COc1cccc(CCNC(=O)C2CCCN(c3ncnc4c3nc3n4CCCCC3)C2)c1OC (centres undefined)	-1.0	-1.0	-6.4	-17.2	0.8	3.0	2.0	-0.6	-6.0	-1.8
CCc1ccccc1NC(=O)Nc1cnccn1	0.6	-1.6	-2.0	27.9	7.6	-6.5	10.6	0.7	-13.3	4.6
Cc1nnc(CN(C)Cc2cn[nH]c2-c2ccc(-c3ccccc3)cc2)o1	1.0	1.5	3.5	17.7	0.2	-0.1	3.4	-2.5	-1.4	5.4
CC1CCCC(NC(=O)CCNC(=O)c2ccc(Br)cc2)C1C (centres undefined)	2.9	3.9	-3.4	.	-0.8	.	-1.6	7.6	-12.8	0.6
CC1CCc2c(sc3nn[nH]c(=O)c23)C1 (centres undefined)	0.5	-2.5	-3.4	13.6	-5.4	-5.2	0.9	-3.6	-1.3	2.8
CN1CCN(CCN2CCn3c2nc2ccccc23)CC1	0.9	6.2	-2.7	23.7	3.7	-1.5	-2.9	?	-19.4	2.4
O=c1c2ccccc2nc(-c2ccc(Cl)cc2Cl)n1-c1nccs1	0.4	-1.4	9.4	21.2	-0.4	2.4	4.1	-1.8	-11.8	7.0
O=C(Nc1cccc(-c2nnc(-c3ccccc3)o2)c1)C1CC1	-0.2	-1.0	7.5	2.0	-14.7	-2.4	-10.8	0.4	-8.1	5.4
CCNC(=S)NNC(=O)c1cc(CC(C)C)nc2ccccc12	?	-0.3	-2.7	6.4	8.4	-2.7	-5.5	1.0	-30.2	5.8

Ordered by molecular weight (rising): 11 of the compounds above.
SMILES	BoNT A protease	Anthrax LF prot	PrPC surface inh	VHR inh abs	CCHF vOTU inh	3CLpro inhibitor	Rv3671c protease	BoNT-F LC inh	PriA SSB inh	MazEF act
CC1CCc2c(sc3nn[nH]c(=O)c23)C1 (centres undefined)	0.5	-2.5	-3.4	13.6	-5.4	-5.2	0.9	-3.6	-1.3	2.8
O=C(CN1CCOCC1)NCc1ccccc1Cl	1.0	-0.6	-1.1	-40.5	2.7	-1.1	-2.2	2.1	-12.1	-4.3
CCOc1ccccc1NC(=O)c1ccc2ccccc2c1	?	-13.5	10.2	1.7	21.6	4.0	-8.0	?	-74.5	3.7
C=CCOc1c(Br)cc(/C=N/O)cc1OCC	-0.7	-0.1	-6.4	-9.9	8.2	3.0	-3.8	-5.0	.	1.8
NCCCCCc1nnc(SC/C=C/c2ccccc2)o1	-0.2	-14.6	4.7	-5.1	-6.7	-0.3	1.4	1.3	-13.3	12.3
O=C(C1CC1)N1N=C(c2ccc(F)cc2)CC1(O)C(F)(F)F (centres undefined)	-3.4	4.1	7.7	-2.3	-11.1	-3.7	-0.1	?	1.0	-1.2
O=C(O)c1ccc(-c2nc(-c3cccc(C(F)(F)F)c3)cs2)cc1	0.3	-1.5	6.1	11.5	6.3	3.9	.	1.8	0.4	-24.6
O=C1N=C(N2CCOCC2)S/C1=C/c1cc2c(cc1[N+](=O)[O-])OCO2	-6.2	-10.3	-11.1	-10.7	21.1	-0.2	-7.1	?	-3.3	2.1
COc1ccc(NC(=O)COC(=O)Cc2c(F)cccc2Cl)cc1OC	0.3	7.2	8.1	9.4	2.5	0.9	-10.6	-11.3	-12.4	-1.1
O=C(CN1C(=O)c2cccc3cccc1c23)N1CCN(c2cccc(Cl)c2)CC1	-0.1	-1.3	-8.7	-14.9	8.6	-2.4	5.2	-1.0	-2.6	17.8
Cn1c(Cn2c(=O)sc3ccccc32)nnc1SCC(=O)NCC1CCCO1 (centres undefined)	-0.6	-0.4	-3.3	13.6	-3.9	1.8	3.1	2.6	-16.4	5.7

An excerpt (hit frequency here may not be typical).
